# Bioassay records (PubChem)
# KinaseGlo FLuc: counter-screen: inhibitors of Kinase-Glo firefly luciferase; Potency, µM (series often up to 38.3 µM), for inactives: at the top dose activity change, negative = inhibition, most hits filed as inhibitors; Kinase-Glo luciferase, ATP luminescence, 8 min; AID 1379; 0.28% of 200,000 active; Q27757; note: potency is the fitted concentration of half-maximal effect; % is set by controls: 0 for no effect and ±100 for the full control effect; nearly all actives have a fitted effect of over 60% in size
#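 Substrate mix (final 50 mM imidazole pH 7.2, 50 mM KCl, 7 mM MgCl2, 10 uM ATP, 0.01% Tween 20, 0.05% BSA) plus pin-tool compound, then Kinase-Glo detection mix; 8 min ambient, luminescence read.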
# NPSR antag: blocks cAMP signaling of the human neuropeptide S receptor. Q6W5P4. CHO-NPSR cells, cAMP TR-FRET, antagonist mode. Potency, µM (titrated, usually from 38.3 µM), for inactives: at the highest dose activity change, negative = inhibition, hits mostly inhibitors. 1% of 220,000 active; note: potency is the fitted concentration of half-maximal effect; % is set by controls: 0 for no effect and ±100 for the full control effect; nearly all actives have a fitted effect of over 50% in size; many of its hits are not listed in these tables
# Target sequence (Q6W5P4 whole entry, looked up): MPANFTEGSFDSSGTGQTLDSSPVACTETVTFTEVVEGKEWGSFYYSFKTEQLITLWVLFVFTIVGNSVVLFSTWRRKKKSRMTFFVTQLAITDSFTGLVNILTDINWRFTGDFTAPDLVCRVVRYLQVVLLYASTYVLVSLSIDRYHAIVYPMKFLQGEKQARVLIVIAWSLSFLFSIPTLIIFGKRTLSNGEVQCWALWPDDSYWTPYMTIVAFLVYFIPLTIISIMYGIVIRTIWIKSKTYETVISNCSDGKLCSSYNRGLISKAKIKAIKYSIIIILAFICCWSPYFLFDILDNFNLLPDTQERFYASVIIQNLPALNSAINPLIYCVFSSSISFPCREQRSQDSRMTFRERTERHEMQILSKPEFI
# LMNA splice mod: modulators of lamin A splicing; HeLa LMNA splicing GFP/RFP minigene ratio, 48 h; Potency, µM (doses to about 46.1 µM), for inactives: at the highest dose ratio change, negative = inhibition, most hits filed as inhibitors; 0.01% of 200,000 active; AID 1487; active = well fitted inhibition curve with a large enough effect in the signal ratio, with a control signal flat, not every such curve was filed as active; inconclusive = small, poorly fitted or top-dose-only effect, or effect the other way, or a change in a side signal; the % refers to the signal ratio; note: potency is the fitted concentration of half-maximal effect; % is set by controls: 0 for no effect and ±100 for the full control effect
#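 S3 HeLa cells stably expressing lamin A-EGFP splicing minigene plus DsRed2, 600 cells/well, 48 h compound exposure at 37C. Laser-scanning cytometry; analysed as GFP (500-530 nm)/RFP (575-640 nm) total intensity ratio; 0.5% DMSO vehicle.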
# IMPase Li inh: IMPase inhibition in cells with lithium potentiation. CHO-M1 cells, IP1 TR-FRET (IP-One), carbachol + lithium. Potency, µM (doses to about 59.4 µM), inactives show at the highest dose activity, negative = IMPase inhibition, usual class: inhibitors. 0.35% of 210,000 active;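 note: IP1 builds up when IMPase is blocked and the TR-FRET signal falls; potency is the fitted concentration of half-maximal effect; plate controls were basal vehicle for no effect and high inhibitor control for full effect; nearly all actives have a fitted effect of over 50% in size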
#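 CHO-M1, 2000 cells/well, 16–30 h culture; cpd + low Li+, 30 min 37C; lysis with d2-IP1/Eu-anti-IP1 Ab, 10 min RT; TR-FRET 665/620 ratio and 620 channel; AC50 via Hill.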
# Epigenetic derep: epigenetic control regulation, reporter derepression | murine LDR cells, GFP reporter derepression, 30 h | Potency, µM (doses to about 53.9 µM), for the others: at the top dose GFP activation, most hits filed as activators | 0.2% of 280,000 active; note: potency is the fitted concentration of half-maximal effect; % of control where 0% means no effect; nearly all actives have a fitted effect of over 60% in size
#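 Reporter derepression read as number of fluorescent GFP-positive objects, 20-120 um in size, counted by laser-scanning cytometer. Mouse LDR line with an epigenetically silenced CMV-GFP locus; compound incubation 30 h, 37 C.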
# HttQ103 aggreg: inhibitors of mutant huntingtin aggregate formation in PC12 cells | PC12 HttQ103-GFP aggregates, Acumen cytometry, 40 h | Potency, µM (highest dose often 46.1 µM), inactives show at the top dose activity change, negative = inhibition, most hits filed as inhibitors | 1.1% of 220,000 active; note: potency is the fitted concentration of half-maximal effect; % is set by controls: 0 for no effect and ±100 for the full control effect; nearly all actives have a fitted effect of over 60% in size
#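 Read-out: GFP aggregate count by laser scanning cytometer (488 nm excitation, 500-530 nm emission, 1–25 µm objects >6 SD above background). Cells: PC12, inducible HTTex1-Q103-GFP, 100 nM tebufenozide; compounds titrated.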
# CBFb-RUNX1 inh: inhibitors of human CBF-beta and RUNX1 interaction | 230,000 tested, under 10 active | AID 1477 | Potency, µM (series often up to 59.8 µM), for inactives: at the highest dose activity, negative = inhibition, hits mostly inhibitors | AlphaScreen CBFb-His/RUNX1-biotin binding, biochemical; note: % of control where 0% means no effect
# Target sequence (Q01196 whole entry, looked up): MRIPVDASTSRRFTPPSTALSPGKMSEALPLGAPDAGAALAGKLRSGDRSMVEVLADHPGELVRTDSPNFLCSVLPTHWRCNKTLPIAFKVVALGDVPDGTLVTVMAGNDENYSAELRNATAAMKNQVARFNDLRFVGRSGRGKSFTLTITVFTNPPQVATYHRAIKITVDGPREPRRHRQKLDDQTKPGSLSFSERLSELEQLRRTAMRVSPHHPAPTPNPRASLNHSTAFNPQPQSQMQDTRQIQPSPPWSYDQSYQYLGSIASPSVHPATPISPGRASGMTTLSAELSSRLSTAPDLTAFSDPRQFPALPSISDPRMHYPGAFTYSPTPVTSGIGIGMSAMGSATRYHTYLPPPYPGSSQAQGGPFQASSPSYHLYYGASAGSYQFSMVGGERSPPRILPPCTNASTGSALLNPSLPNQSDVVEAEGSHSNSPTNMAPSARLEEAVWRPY
# Target sequence (Q13951 whole entry, looked up): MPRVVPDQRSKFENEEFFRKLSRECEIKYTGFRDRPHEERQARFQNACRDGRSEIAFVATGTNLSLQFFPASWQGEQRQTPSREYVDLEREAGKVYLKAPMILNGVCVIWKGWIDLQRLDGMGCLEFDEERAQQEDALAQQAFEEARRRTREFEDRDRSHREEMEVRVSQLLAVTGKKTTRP
#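 Proteins preincubated together for 20 min at RT before compound addition; 15 min later, nickel and streptavidin beads were added and left 90 min prior to AlphaScreen measurement.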
# * hit, by the source's call; u = inconclusive; x = not tested or not shown; & = joins results of further samples; [ ] = dose if it differs, or a comment. Unless noted, calls come from the whole dose curve; as a rule, active = well fitted curve in the direction sought with a large enough effect; inconclusive = small, poorly fitted or top-dose-only effect, or another doubt; inactive = no such curve, though single readings can be large; an effect the other way counts as inactive or inconclusive. The list is partial; the hit share may differ from the screen's.
# The opening six entries (preview)
mol,CBFb-RUNX1 inh,LMNA splice mod,HttQ103 aggreg,Epigenetic derep,KinaseGlo FLuc,NPSR antag,IMPase Li inh
O=S(=O)(c1ccccc1)N1CC=C(c2ccccc2)CC1,-4%,-12%[46 µM],2%,1.5%,-1%,-8%,14%
CCCCOc1cccc(C(=O)N(Cc2cccs2)C2CCS(=O)(=O)C2)c1 (configuration not stated),10%,u,-15%,-0.1%,-2%,11%[46.1 µM],0%[38.3 µM]
COc1ccccc1NS(=O)(=O)c1ccc(Cl)cc1,2%,1%,9%[9.22 µM],0.5%,-1%,-21%[46.1 µM],10%[38.3 µM]
COc1cc2[nH]c(=S)n(CC3CCCO3)c(=O)c2cc1OC (configuration not stated),0%,-3%,5%,-1.1%,1%,-13%[46.1 µM],15%[38.3 µM]
Fc1ccc(Br)cc1C1C=C(c2ccc(Br)cc2)Nc2ncnn21 (configuration not stated),4%,u,-2%,2.3%,-1%,-14%[46.1 µM],26%[38.3 µM]
CC1(O)CC(=O)N(c2ccccc2)O1 (configuration not stated),-5%,19%,16%,-2.3%,-1%,5%[46.1 µM],-14%[38.3 µM]

# Results, from the start:
mol,CBFb-RUNX1 inh,LMNA splice mod,HttQ103 aggreg,Epigenetic derep,KinaseGlo FLuc,NPSR antag,IMPase Li inh
O=S(=O)(c1ccccc1)N1CC=C(c2ccccc2)CC1,-4%,-12%[46 µM],2%,1.5%,-1%,-8%,14%
CCCCOc1cccc(C(=O)N(Cc2cccs2)C2CCS(=O)(=O)C2)c1 (configuration not stated),10%,u,-15%,-0.1%,-2%,11%[46.1 µM],0%[38.3 µM]
COc1ccccc1NS(=O)(=O)c1ccc(Cl)cc1,2%,1%,9%[9.22 µM],0.5%,-1%,-21%[46.1 µM],10%[38.3 µM]
COc1cc2[nH]c(=S)n(CC3CCCO3)c(=O)c2cc1OC (configuration not stated),0%,-3%,5%,-1.1%,1%,-13%[46.1 µM],15%[38.3 µM]
Fc1ccc(Br)cc1C1C=C(c2ccc(Br)cc2)Nc2ncnn21 (configuration not stated),4%,u,-2%,2.3%,-1%,-14%[46.1 µM],26%[38.3 µM]
CC1(O)CC(=O)N(c2ccccc2)O1 (configuration not stated),-5%,19%,16%,-2.3%,-1%,5%[46.1 µM],-14%[38.3 µM]
COc1cc(CC(=O)OCC(=O)Nc2ccc3c(c2)OCO3)cc(OC)c1OC,3%,x,24%,1.6%,0%,0%,3%
C=CCn1c(O)c(/C=C2\C=NN=C2c2ccccc2)sc1=S,-28%,x,-11%[9.22 µM],-0.1%,x,u,x
CCOC(=O)NC(=O)COC(=O)c1ccc(O)cc1,0%,3%[46 µM],-11%,0.9%,0%,13%,5%
Cc1ccc(-c2nn(C)c(=O)c3ccccc23)cc1CN1CCOCC1,4%,4%,2%,-1.0%,0%,-12%[46.1 µM],4%[38.3 µM]
O=C(Oc1cccc(NC(=O)c2ccco2)c1)c1cccc(S(=O)(=O)N2CCCC2)c1,3%,-4%,-4%,0.0%,-1%,u,32%[activator][38.3 µM]
Cc1cc2c(OCC(O)CNC3CCCCC3)cccc2[nH]1 (configuration not stated),-1%,u,9%,1.4%,-2%,-2%,0%
CCOC(=O)c1cc(-c2ccccc2)sc1NC(=O)CC,-3%,u,-8%,0.0%,2%,-21%,-7%
CCOC(=O)c1c(NC(=O)CSc2nncs2)sc(C)c1C,-5%,10%,-11%,-1.1%,0%,-12%[46.1 µM],-8%[38.3 µM]
COc1ccc(Nc2ncnc3nc[nH]c23)cc1OC,5%,-4%,-33%,-0.8%,3%,-8%[46.1 µM],30%[38.3 µM]
CCCCCNCC(=O)Nc1cc(C(F)(F)F)ccc1OCCOC,9%,x,24%,1.9%,-1%,-16%,7%
C/C(CC(=O)Nc1ccccn1)=N\NC(=O)C(=O)Nc1cccc(C)c1,0%,3%,0%,7.3%,-3%,1%[46.1 µM],-22%[38.3 µM]
CC(C)OC(=O)CSc1nnc2c3ccccc3n(C)c2n1,1%,6%[46 µM],7%[9.22 µM],-5.0%,0%,-19%,10%
COC(=O)c1c(C)n(-c2ccc(OC)cc2)c2ccc(O)cc12,-4%,-3%,11µM*,0.9%,-2%,-11%[46.1 µM],27%[38.3 µM]
CC(C)CC(C)NNC(=O)c1cc2ccccc2[nH]1 (configuration not stated),6%,u,-21%,0.0%,-1%,-8%[46.1 µM],0%[38.3 µM]
COc1ccc(CCNC(=O)CCC(=O)N2CCN(S(=O)(=O)c3ccc(Cl)cc3)CC2)cc1OC,0%,-3%,-7%,0.8%,-3%,-5%[46.1 µM],32%[38.3 µM]
COC(=O)c1sccc1NC(=O)Cn1nnc(-c2ccc(C)cc2)n1,10%,-9%,-5%,-9.5%,-3%,u,18%[38.3 µM]
N#Cc1ccc(N2CCN(C(=O)c3cccc(F)c3)CC2)c(F)c1,5%,-17%,11%,0.0%,-1%,-17%,5%
Fc1ccc2c(Cl)c(-c3nnc(-c4cccs4)o3)sc2c1,7%,8%,-8%,-0.1%,-9%,-6%[46.1 µM],3%[38.3 µM]
Cc1ccccc1C(=O)c1cccn1CC(=O)NCc1ccc(Cl)cc1,6%,x,38%,2.6%&-0.9%,-2%,-23%,5%
Cc1ccc(COc2ccc(/C=N/O)cc2)cc1,13%,-2%,0%,1.0%,-5%,8%,2%
Cc1cc(-c2n[nH]c(=S)n2Cc2ccco2)nn1C,5%,-3%,-2%,-1.1%,-1%,11%,-5%
Cc1c(NC(=O)/C=C/C(=O)O)cccc1[N+](=O)[O-],1%,0%,-10%,-2.0%,8%,-4%[46.1 µM],4%[38.3 µM]
CCOC(=O)Cc1nnc(Nc2cccc(C)c2)c2ccccc12,4%,2%,20%,0.0%,-3%,2%[46.1 µM],-14%[38.3 µM]
CCOc1ccc(N2CC(C(=O)NCCC3=CCCCC3)CC2=O)cc1 (configuration not stated),-2%,-1%,3%,-1.5%,-3%,-11%[46.1 µM],9%[38.3 µM]
C=C1CC[C@H](O)C/C1=C/C=C1\CCC[C@]2(C)[C@@H]([C@H](C)CCCC(C)(C)O)CC[C@@H]12,3%,x,-21%,-1.1%,-2%,x,12%
CC(SCC(=O)NC(C)C1CC2CCC1C2)C(=O)O (configuration not stated),7%,3%,16%,-1.3%,-1%,17%,0%
COc1ccc(SCCC(=O)NCc2ccncc2)cc1,4%,x,-14%[9.22 µM],-1.7%,x,-24%,x
Cc1cccc(OC(=O)c2ccncc2)c1C,3%,2%[46 µM],7%,1.5%,-1%,7%,3%
COc1ccccc1N1CCN(C2CC(=O)N(C)C2=O)CC1 (configuration not stated),-2%,x,2%,-0.3%,2%,16%,1%
Cn1c(CCNC(=O)c2ccco2)nc2cc(NC(=O)c3ccco3)ccc21,8%,-5%,-15%,-2.4%,-4%,-6%[46.1 µM],-3%[38.3 µM]
O=C1c2ccccc2-c2cccc(NS(=O)(=O)c3ccc(C(F)(F)F)cc3)c21,-4%,u,u,1.5%,1%,-3%[46.1 µM],-13%[38.3 µM]
CCOc1ccc(OCc2ccc(C(=O)NCC3CCCO3)o2)cc1 (configuration not stated),-1%,-8%,2%,0.6%,3%,-3%[46.1 µM],35%[activator][38.3 µM]
CCCCCn1c(N2CCOCC2)nc2c1c(=O)n(CC(N)=O)c(=O)n2C,0%,0%,-18%,5.7%,-3%,-15%[46.1 µM],1%[38.3 µM]
COc1ccc(OCC(=O)Sc2ccc(C)cc2)cc1,3%,12%,6%,7.3%,-5%,-4%[46.1 µM],10%[38.3 µM]
Cc1nnc(SCc2nnc(-c3ccccc3Br)o2)s1,3%,x,-3%,14%,2%,2%,-4%
CCOC(=O)c1c(-c2ccccc2)nnn1-c1nc(OC)nc(N2CCOCC2)n1,4%,1%,20%,1.8%,9%,-5%[46.1 µM],-8%[38.3 µM]
CSc1nncc(=O)[nH]1,4%,15%,-21%,-1.1%,0%,-9%[46.1 µM],13%[38.3 µM]
COC(=O)C1=CN(CC2CCCO2)C=C(C(=O)OC)C1c1cc(OC)c(OC)c(OC)c1 (configuration not stated),7%,u,9%,-0.7%,-3%,-10%[46.1 µM],u
CN(C)CCCNCCCNC(=O)/C(=N\O)c1ccccc1,6%,x,-10%[9.22 µM],-2.3%,x,5%,x
CN(CC(=O)N1CCOCC1)C(=O)CSc1nc2ccccc2s1,5%,x,16%,1.3%,-2%,8%,-13%
N#C/C(=C/Nc1ccccc1C(=O)O)C(N)=O,8%,x,-13%[9.22 µM],0.4%,x,8%,x
CCC(=O)Nc1ccccc1C(=O)OCC(=O)c1ccc2ccccc2c1,21%,u,-28%,0.0%,-4%,-22%[46.1 µM],30%[38.3 µM]
COc1cc(C(=O)NCCN2CCCC2)cc(OC)c1OC,13%,-10%,11%,0.0%,1%,-2%[46.1 µM],-10%
CCOC(=O)C1=C(O)c2ccccc2C(=O)/C1=C\c1ccc(C)cc1,-17%,u,15%,u,-5%,-36%,4%

# Additional structures.
mol,CBFb-RUNX1 inh,LMNA splice mod,HttQ103 aggreg,Epigenetic derep,KinaseGlo FLuc,NPSR antag,IMPase Li inh
COc1ccc(C2(O)CCN(Cc3nnnn3Cc3ccc(F)cc3)CC2)cc1,0%,9%,-2%,1.6%,-7%,-17%[46.1 µM],-15%[38.3 µM]
Cc1ccn2cc(CCNC(=O)C3CCCCC3)nc2c1,-4%,-5%,-4%,-0.8%,10%,0%[46.1 µM],25%[38.3 µM]
O=C(O)c1cccc(S(=O)(=O)Nc2ccc(S(=O)(=O)N3CCOCC3)cc2)c1,-2%,-18%[46 µM],21%,-4.0%,3%,7%,-5%
COc1cc2c(cc1NC(=O)CSc1nc3ccc(C)cc3[nH]1)oc1ccccc12,3%,10%,-9%,-1.0%,-2%,-55%,-9%
Cc1ccccc1NC(=S)N(Cc1ccccc1)Cc1cccs1,-3%,7%[46 µM],22%,3.2%,-1%,-40%,11%
C/C(=N\NC(=O)C(C)n1nc(C)c([N+](=O)[O-])c1C)c1ccccc1O (configuration not stated),-14%,u,11%,-1.9%,0%,11%,-8%
